ARFGAP1 inh = inhibitors of rat ARFGAP1; Q62848; Arfgap1-stimulated ARF1 GTP hydrolysis, GDP FP detection; inhibition, % at 16.5 µM; 360,000 tested, 0.26% active;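 active = inhibition above a per-plate limit, mean inhibition of low control wells plus 3 SD, cut at about 25% in these data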;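 also: 0% = DMSO wells with enzyme and 100% = wells lacking Arfgap1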
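Assay system: purified rat His6-Arfgap1 residues 1-136 (GAP domain); Reagent: human Δ17 ARF1 bound to GTP; Dosing: 16.5 µM single point, 1.26% DMSO; Times: GTP hydrolysis reaction 2 h at 25 °C; Signal: FP, GDP Alexa 633 tracer displaced from anti-GDP antibody, 620/688 nm; Measure: % inhibition from polarization.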
SMARCA2 act = SMARCA2 function activation, primary screen; MG213 cells, MMTV-luciferase reporter, dexamethasone, overnight; activation, % at 9.1 µM; 370,000 tested, 1% active; AID 652017; in the data active = activation above about 7.8%;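 also: 0% = vehicle wells and 100% = reference activator wells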
GC-B act = GC-B (human) receptor activation; HEK293-GC-B cells, CNP EC30, cGMP TR-FRET; 0% at EC30 CNP, 100% saturating CNP; activation, % at 10 µM; 370,000 tested, 0.11% active; AID 1920062;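 active = activation at 10 µM reaching about 35% in either raw or pattern-adjusted values, limit read from the data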
ASAP1 inh = inhibitors of human ASAP1 ArfGAP activity. 360,000 tested, 0.19% active. inhibition, % at 16.5 µM. ASAP1-stimulated ARF1 GTP hydrolysis, GDP FP detection; in the data active = inhibition above about 25%;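 also: 0% = vehicle with enzyme and substrate and 100% = no enzyme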
ABHD4 inh = ABHD4 (mouse) inhibition, primary FP screen; purified mABHD4, FP-Rh probe fluorescence polarization; AID 720543; 370,000 tested, 0.54% active; Q8VD66; inhibition, % at 8.92 µM;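 active = inhibition exceeding the mean over every tested compound plus 3 SD, cut at about 30% in these data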;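 also: 0% = plate median of compound wells and 100% = S159A mutant with DMSO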
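system = mouse ABHD4 enzyme, wild type | medium = HEPES pH 7.0, NaCl, Pluronic buffer | also added = FP-Rh probe | incubation = Enzyme–compound pre-incubation 45 min, then probe 60 min, both 25 °C | technique = fluorescence polarization, excitation 525 nm, emission 598 nm, BODIPY TMR filters | controls = S159A mutant high control, sample median low control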
GC-A act = GC-A (human) enzyme activation; 370,000 tested, 0.14% active; HEK293 GC-A cells, cGMP TR-FRET, EC30 ANP; 0% at EC30 ANP, 100% saturating ANP; activation, % at 10 µM; AID 1671463; P16066; in the data active = activation above about 40%
Target sequence (P16066 whole entry, looked up): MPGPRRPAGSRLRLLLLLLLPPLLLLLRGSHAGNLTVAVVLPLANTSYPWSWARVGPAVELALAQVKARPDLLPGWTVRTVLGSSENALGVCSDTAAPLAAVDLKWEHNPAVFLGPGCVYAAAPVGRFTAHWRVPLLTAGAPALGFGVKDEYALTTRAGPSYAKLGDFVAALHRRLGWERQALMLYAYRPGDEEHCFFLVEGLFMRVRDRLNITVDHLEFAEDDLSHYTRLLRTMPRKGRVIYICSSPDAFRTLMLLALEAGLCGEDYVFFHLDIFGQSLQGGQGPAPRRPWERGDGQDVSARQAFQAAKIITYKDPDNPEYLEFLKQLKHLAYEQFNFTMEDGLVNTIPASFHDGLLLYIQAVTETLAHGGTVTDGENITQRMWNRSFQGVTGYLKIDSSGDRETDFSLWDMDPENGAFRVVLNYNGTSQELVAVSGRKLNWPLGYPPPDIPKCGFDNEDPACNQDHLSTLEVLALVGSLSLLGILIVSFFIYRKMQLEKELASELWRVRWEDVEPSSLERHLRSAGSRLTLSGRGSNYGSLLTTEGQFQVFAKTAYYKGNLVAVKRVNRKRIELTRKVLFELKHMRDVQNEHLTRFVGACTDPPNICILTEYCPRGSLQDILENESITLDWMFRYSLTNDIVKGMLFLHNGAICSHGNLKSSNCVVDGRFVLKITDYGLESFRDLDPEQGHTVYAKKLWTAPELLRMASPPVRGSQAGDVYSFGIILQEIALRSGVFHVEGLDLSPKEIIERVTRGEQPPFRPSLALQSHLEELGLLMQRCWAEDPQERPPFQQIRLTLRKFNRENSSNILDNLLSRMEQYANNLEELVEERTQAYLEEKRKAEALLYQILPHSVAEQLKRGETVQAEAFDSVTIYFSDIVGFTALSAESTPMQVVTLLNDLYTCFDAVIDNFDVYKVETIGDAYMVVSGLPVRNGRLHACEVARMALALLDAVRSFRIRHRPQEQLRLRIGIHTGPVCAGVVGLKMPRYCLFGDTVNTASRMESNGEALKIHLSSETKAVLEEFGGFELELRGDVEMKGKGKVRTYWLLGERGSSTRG
HTRA1 inh = HTRA1 (human) protease inhibition; Q92743; recombinant HTRA1, FP-rhodamine activity-based probe, fluorescence polarization; inhibition, % at 5.96 µM; 340,000 tested, 0.5% active; in the data active = inhibition above about 36%;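 also: 0% = enzyme with DMSO and 100% = wells lacking enzyme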
Rev-erbA mod = modulates human Rev-erb alpha binding to DNA | Rev-erbα–FITC-DNA binding, fluorescence polarization, 90 min | activity, % at 10 µM | 370,000 tested, 0.79% active | AID 1259318;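 active = activity above about 14%, limit read from the data; passing the limit was not always enough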;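 also: 0% = DMSO wells with 35 nM protein and 100% = DMSO wells with 750 nM protein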
PG9 binder = PG9 antibody binding by small molecule; TR-FRET gp120-PG9 antibody binding; inhibition, % at 6.7 µM; 360,000 tested, 0.43% active; in the data active = inhibition above about 8.5%
rCAG RNA binder = r(CAG) repeat RNA binding; inhibition, % at 3 µM; 370,000 tested, 1.3% active; AID 651821; TO-PRO-1 dye displacement fluorescence;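 active = inhibition above the plate cutoff, the mean of all test compounds on that plate plus 3 SD, cut at about 35% in these data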;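 also: 0% = DMSO alone and 100% = 100 µM mitoxantrone as full dye displacement; higher means more dye released from RNA so lower well fluorescence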
An asterisk follows results filed as active; / = not tested or not shown.

SMILES	ARFGAP1 inh	SMARCA2 act	GC-B act	ASAP1 inh	ABHD4 inh	GC-A act	HTRA1 inh	Rev-erbA mod	PG9 binder	rCAG RNA binder
COc1cccc(NS(=O)(=O)c2ccc3c(c2)NC(=O)CC(=O)N3)c1	7	-1	5	0	-6	-2	9	-3	-1.6	-1
Cc1ccc(CNC(=O)CCS(=O)(=O)c2cc3c(cc2Cl)NC(=O)CO3)o1	-6	0	-1	10	-2	3	2	1	0.6	4
CCOc1ncccc1C(=O)OCC(=O)Nc1ccc(C(C)C)cc1	2	2	-1	1	-2	-3	-5	1	0.7	-8
O=C(NCc1ccccc1)C(c1ccco1)N(C(=O)c1ccccn1)c1ccc(F)cc1 (stereo unspecified)	-9	-1	1	5	-3	-5	-2	-3	-2.7	-4
COC(=O)c1ccccc1NC(=O)COC(=O)C1CCCCC1	2	2	-4	3	-4	-9	-5	8	-1.6	-6
Cc1ccccc1C(=O)NNC1=NCCC1	-6	-2	5	-9	6	1	3	-1	4.0	-3
Cc1ccc(-n2ncc(C(=O)Nc3ccc(Cl)cc3)c2C2CCNCC2)cc1C	2	1	-1	18	13	-6	-6	4	-1.9	11
COc1ccc(-c2cccc(N3CCN(c4ccccn4)CC3)n2)cc1OC	3	6	2	8	3	1	/	-1	0.1	23
CC(C)[C@H](NC(=O)c1ccc(Cl)cc1Cl)C(=O)NNc1cccc(C(=O)O)c1	5	2	-2	-12	1	-2	1	-4	-2.7	2
COc1ccc(OC)c(/C=C/C(=O)c2ccc3c(c2)OCCO3)c1	7	1	-3	-15	-8	-2	-20	1	0.2	4
CC(C)(C)OC(=O)N(CCc1ccccc1)Cc1ccc(OCc2cccc(NC(=O)C3CC3)c2)cc1	3	1	0	-1	-1	3	4	-4	1.5	5
Cc1cc(NC(=O)c2cccs2)n(-c2nc3ccccc3[nH]2)n1	2	0	-13	1	-13	-13	-2	6	-2.2	9
COc1ccc(OC)c(C2=NOC(C(=O)Nc3cc(C)nn3-c3ccccc3)C2)c1 (stereo unspecified)	1	-1	4	0	-2	3	4	5	-0.1	-1
CN1CCN(S(=O)(=O)c2ccc(N3CCN(C(c4ccccc4)c4ccccc4)CC3)nc2)CC1	6	-3	0	23	6	-9	2	2	0.4	1
N#CC1(NC(=O)CSc2nnc(-c3ccccc3F)o2)CCCCC1	-5	-2	4	-8	8	-2	-3	2	-0.5	2
CC(C)C[C@H]1CN(CCCC[C@H]2CNC(=O)C(=O)N2Cc2ccccc2)C(=O)C(=O)N1CC1CCCCC1	-1	1	5	1	0	6	/	-6	-0.8	-2
CCn1c(O)c(C=NC2CCCC(C)C2C)sc1=S (stereo unspecified)	14	-1	3	0	-9	6	-8	-9	0.0	-6
Cc1nnc(NC(=O)CCS(=O)(=O)Cc2ccccc2)s1	10	0	0	-1	-2	0	1	5	-1.6	5
COc1ccc(S(=O)(=O)N2CCC(C(=O)NCC(c3cccs3)N(C)C)CC2)cc1 (stereo unspecified)	5	-3	10	7	-4	0	2	6	0.9	-1
C[C@@H]1CCC(=O)N(C[C@@H](C)CSc2ccccc2)CC1	1	-1	2	-4	-6	1	0	2	0.3	-6

Just rCAG RNA binder, for some of the entries so far:
| smiles | rCAG RNA binder |
| --- | --- |
| O=C(NCc1ccccc1)C(c1ccco1)N(C(=O)c1ccccn1)c1ccc(F)cc1 (stereo unspecified) | -4 |
| CN1CCN(S(=O)(=O)c2ccc(N3CCN(C(c4ccccc4)c4ccccc4)CC3)nc2)CC1 | 1 |
| COc1ccc(-c2cccc(N3CCN(c4ccccn4)CC3)n2)cc1OC | 23 |
| CC(C)(C)OC(=O)N(CCc1ccccc1)Cc1ccc(OCc2cccc(NC(=O)C3CC3)c2)cc1 | 5 |
| COc1ccc(OC)c(/C=C/C(=O)c2ccc3c(c2)OCCO3)c1 | 4 |
| Cc1cc(NC(=O)c2cccs2)n(-c2nc3ccccc3[nH]2)n1 | 9 |

Retrieved by compound from the list above:
SMILES	ARFGAP1 inh	SMARCA2 act	GC-B act	ASAP1 inh	ABHD4 inh	GC-A act	HTRA1 inh	Rev-erbA mod	PG9 binder	rCAG RNA binder
COc1ccc(OC)c(/C=C/C(=O)c2ccc3c(c2)OCCO3)c1	7	1	-3	-15	-8	-2	-20	1	0.2	4
CCn1c(O)c(C=NC2CCCC(C)C2C)sc1=S (stereo unspecified)	14	-1	3	0	-9	6	-8	-9	0.0	-6

(more compounds)
SMILES	ARFGAP1 inh	SMARCA2 act	GC-B act	ASAP1 inh	ABHD4 inh	GC-A act	HTRA1 inh	Rev-erbA mod	PG9 binder	rCAG RNA binder
CCC(=O)Nc1c2c(nn1-c1ccc(F)cc1)CS(=O)C2 (stereo unspecified)	8	2	3	10	-7	24	5	-8	0.0	3
Cc1ccc(O)c(C(=O)c2cnc3c(c2)c(=O)n(C)c(=O)n3C)c1	5	-1	-1	-4	-4	4	/	-3	-2.3	-1
O=C(NCc1ccccn1)c1ccc(CNS(=O)(=O)c2ccc(F)cc2)cc1	0	1	-1	-5	-1	-5	8	-4	-1.5	-3
N#C[C@H](N)[C@H]1O[C@@H](n2ccc(=O)[nH]c2=O)[C@H](O)[C@@H]1O	-4	-6	1	-2	10	0	/	-4	-1.5	5
O=C(CCC(=O)NNC(=O)COc1ccccc1)NCc1ccccc1	/	/	-2	/	/	2	2	-2	/	/
C[C@@H]1OC(C2CCCCC2)N(C)[C@H]2C[C@H]3c4[nH]c5c(-c6ccccc6)cccc5c4CCN3C(=O)[C@@H]12 (stereo partly specified)	-7	-3	-2	3	6	-1	/	-1	0.5	5
COc1ccc(-c2csc(C(O)c3cccc(Cl)c3)n2)cn1 (stereo unspecified)	17	2	-3	10	-10	1	/	0	2.4	0
O=C(NC1CCCc2c1cnn2-c1cc(F)cc(F)c1)c1ccccn1 (stereo unspecified)	-4	-1	5	0	-4	2	9	5	-1.9	-6
O=C(Nc1nnc([C@@H]2C[C@H](O)[C@@H](CO)O2)s1)c1cccs1	-1	8	5	-9	5	2	/	0	0.0	2
COc1ccc(-c2cc3ccc(OCC(C)=O)cc3oc2=O)cc1OC	-5	6	-4	-2	-2	10	-4	19*	-1.1	9
CC(OC(=O)Cn1[nH]c(=O)c2ccccc2c1=O)C(=O)Nc1ccc(Cl)cn1 (stereo unspecified)	10	-5	-6	-1	7	0	-5	-1	-1.4	3
COc1ccc(Cl)cc1NC(=O)CN(C)C(=O)c1cn(-c2ccccc2)nc1-c1cccs1	-9	4	-3	-2	-11	-6	-8	-1	-1.8	2
CC(=O)N1CCc2cc(S(=O)(=O)NC(C(=O)NC3CCCc4ccccc43)C(C)C)ccc21 (stereo unspecified)	6	-6	-2	2	8	-1	10	-1	0.7	1
CCNC(=O)CSc1nc(-c2ccc(F)cc2)cs1	4	-1	-5	7	5	9	-5	-1	1.4	-1
CN1C(=O)/C(=C/c2cc(N=Nc3ccccc3)ccc2O)SC1=S	8	-1	-12	0	8	-2	16	-12	-0.2	15
Clc1ccc(CNCCC2=CCCCC2)cc1	4	1	-28	4	5	-29	-1	4	0.3	0
O=C(NC(=S)Nc1ccc(S(=O)(=O)N2CCCC2)cc1)C1CC1	4	1	1	-15	-4	0	-13	-1	2.8	1
CCn1c(CC(=O)Nc2ccccc2)nnc1SCc1nc2ccccc2c(=O)[nH]1	3	4	0	15	1	1	0	7	-2.4	-2
O=C(Nc1ccn(CCCNCc2ccc3[nH]ccc3c2)c(=O)n1)OCc1ccccc1	-4	-3	2	20	6	0	-13	4	0.8	10
N#CC(C#N)=Cc1c(N2CCN(c3ccccc3)CC2)nc2ccccn2c1=O	-4	7	-3	-2	-5	1	0	2	-1.6	-3
COc1cc(CN2CCC(C)CC2)ccc1OCc1ccccc1	6	-4	-2	-2	4	1	5	-3	-0.5	2
COc1cccc(NC(=O)CN(C)C(=O)CN2C(=O)NC(C)(c3ccc(C)cc3)C2=O)c1 (stereo unspecified)	-8	-1	-2	3	-11	2	-3	5	2.7	2
CCC1(CC)NC(=O)N(CC(=O)OCC(=O)c2ccccc2OC)C1=O	-3	1	2	-4	4	4	5	0	0.0	-3
COc1cccc(N=c2oc3c(C)ncc(CO)c3cc2C(N)=O)c1	-2	1	-6	6	9	16	-8	2	-4.4	-1
Cc1ccccc1-c1cnc(C(O)c2ccc(F)cc2)[nH]1 (stereo unspecified)	3	0	3	-3	2	0	/	6	-1.8	3
COc1ccccc1C(C)NC(=O)CN(C)CC(=O)Nc1c(C)cccc1C (stereo unspecified)	-1	-1	-3	10	-1	0	-4	4	-0.8	-1
CCN(CC)S(=O)(=O)c1cc(NC(=O)C2CSC3(C)CCC(=O)N23)ccc1C (stereo unspecified)	6	-1	0	12	11	-3	-9	0	0.6	4
CCOC(=O)c1c(C)[nH]c(C)c1C(=O)COC(=O)/C=C/c1ccco1	11	-2	-1	-2	2	-2	5	4	-0.3	3
CCCn1c(CNc2ccccc2O)nc2ccccc21	-6	-4	-9	-3	27	-7	44*	-1	-2.6	0
Cc1nn(C/C(C#N)=N\O)c(C)[n+]1N	-3	-2	1	4	0	1	8	13	1.5	1
S=C(NC1CCCC1)NN1CCOCC1	7	-2	-1	3	1	4	10	5	0.1	1
CC1(C)CC(=O)C/C(=N\NC(=O)C2C3CCCCC32)C1 (stereo unspecified)	-13	-1	2	-7	3	3	-3	-4	0.3	1
O=C(O)/C=C/C(=O)NNC(=O)c1ccc(Cl)cc1Cl	10	1	1	-1	-3	2	-1	-2	-0.5	8
COc1ccc(CC(=O)Nc2ccc(C(=O)NC(C)(C)C)cc2)cc1OC	2	-4	6	4	-2	-1	2	1	-0.6	-4
CN1C=CC2=C(C#N)C(N)C(C#N)(C#N)[C@H](c3ccccc3)[C@H]2C1 (stereo partly specified)	3	-1	4	4	15	2	4	4	-1.7	-13
O=C(Cc1nnc(NC(=O)Nc2ccc(F)cc2)s1)NCc1ccccc1	12	1	-3	12	-6	-5	/	9	-1.4	22
COC(=O)c1ccc(C(=O)Nc2nnc(-c3cccnc3)o2)cc1	3	0	3	-5	3	-5	/	-3	-0.1	0
CCN(CC)S(=O)(=O)c1ccc(NC(=O)CO/N=C(\N)c2ccccc2)cc1	15	-1	14	-19	-3	3	-10	3	-0.1	-3
CCc1ccc(CN(C)CC(=O)Nc2ccc3c(c2)CCC3)cc1	-2	-3	-6	6	5	-5	-22	5	-3.1	-4
COC(=O)c1ccccc1NC(=S)N1CCOCC1	10	-4	4	20	-1	4	-9	0	-1.1	3
O=C(COC(=O)c1cncc(Br)c1)NC1CC1	4	-2	-6	-16	-5	3	-1	-7	-2.5	0
CCOC(=O)Cc1csc(NC(=O)CSc2nc3sc(C(=O)O)c(C)c3c(=O)[nH]2)n1	-19	0	-2	-7	0	-1	6	-1	-0.6	11
CCN1C(=NCc2ccco2)N[C@@H](c2cccc(F)c2)C(C(=O)OC)=C1C	0	0	-14	-6	2	-10	-1	2	0.4	2
O=C(Cc1ccccc1F)Nc1ccc(Cl)nc1	-1	2	4	7	-3	0	-3	-1	-1.1	-1
O=C1NC(c2cccc(Cl)c2)Nc2ccccc21 (stereo unspecified)	9	1	-7	0	-3	-10	1	-3	-1.6	4
COc1ccc(N=CC2=C(O)c3ccccc3C2=O)c(OC)c1	2	3	-2	-2	14	3	7	3	-2.2	2
